sdo1 growth: sdo1-depleted yeast growth rescue. S. cerevisiae sdo1-depleted JHY4D growth rescue, OD600 30 h; stronger effect = higher value; pdr5 snq2 efflux-pump mutant strain. z-score at 10 µM. hit rate 0.21% among 140,000. AID 817;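 active = z-score above 3 at both the 24 hr and the 30 hr optical density reads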;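 note: z-score against mean and SD of all compound wells on the same plate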
INS promoter inh: TRM-6 insulin promoter activity inhibition; TRM-6 cells (human fetal islet line), insulin promoter-eGFP reporter, imaging; reporter expression induced with tamoxifen; AID 1273; hit rate 0.9% among 130,000; inhibition, % at 2 µM;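 active = inhibition above the mean plus 3 SD, with well images judged a real hit on visual review, cut at about 60% in these data, passing the limit was not always enough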
sdo1 growth Rescue 24 h: also measured in sdo1 growth; calls as there; z-score; S. cerevisiae sdo1-depleted JHY4D growth rescue, OD600; measured here: growth rescue at 24 h;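 0 is the plate mean of compound wells and units are plate SD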
* = called active by the depositor; . = no result given. The list is partial, so the mix of outcomes need not match the whole.

sdo1 growth	smiles	sdo1 growth Rescue 24 h	INS promoter inh
-0.17	c1ccc(Cn2nnnc2C(c2ccncc2)N2CCOCC2)cc1 (stereo unspecified)	-0.42	.
-1.9	O=c1cc2c(nn1Cc1ccccc1Cl)-c1ccccc1CC2	-0.95	.
.	CC(C)CCNC(=O)C(C)N(C(=O)c1snc(C(N)=O)c1N)c1cnc2ccccc2c1 (stereo unspecified)	.	42
1.1	O=C(Cc1ccccc1)N(c1ccc(F)cc1)C1C=CS(=O)(=O)C1 (stereo unspecified)	0.81	7
-2.7	CCCCCC(=O)Nc1nc(C)c(-c2csc(Nc3ccc(Cl)cc3)n2)s1	-1.7	16
0.48	CCCCC(SCC(=O)Nc1ccccc1)C(=O)O (stereo unspecified)	-0.53	36
-0.76	COc1cccc(/C=C/C(=O)OCC(=O)c2c[nH]c3ccccc23)c1OC	-0.28	-219
-0.15	CC(C)(C)NS(=O)(=O)c1ccc(CCC(=O)Nc2cc(Cl)ccc2Oc2ccccc2)cc1	-0.78	-69
-0.78	Clc1ccccc1-c1nc(-c2ccccc2)n[nH]1	-1.1	-3
.	O=S(=O)(Nc1ccncc1Cl)c1ccc2ccccc2c1	.	7
-0.35	Cc1ccc(C)c(SCC(=O)Nc2cccc(S(=O)(=O)NC3=NCCCCC3)c2)c1	-0.48	-38
-0.27	CCN(CCCNC(=O)CCCCn1c(=O)[nH]c2ccccc2c1=O)c1ccccc1	-0.73	.
-1.4	Cc1ccc(Cl)cc1NC(=O)COC(=O)CC1CC2CCC1C2 (stereo unspecified)	-1.4	-28
1.2	CCNC(=O)CC1C(=O)N(CC)C(=S)N1NC(=O)c1ccc(Cl)cc1 (stereo unspecified)	0.74	-68
-1.9	CCn1c2ccccc2c2cc(NC(=O)C(C)C)ccc21	-1.4	-14
1	COCCNC(=O)CSc1nc(-c2ccc(OC)c(OC)c2)cc(C(F)(F)F)n1	1.3	17
-0.03	COC(=O)c1ccc2c(=O)n(CCCN3CCCC3=O)c(=S)[nH]c2c1	-0.37	3
-0.3	CCOC(=O)CSCC(=O)Nc1ccc(S(=O)(=O)N2CCCCC2)cc1	-0.66	27
-0.53	Cc1ccc(-n2nnnc2CSc2nnc(-c3ccc(O)cc3)o2)cc1	-1.2	.
0.55	COc1ccc(N2C(=O)CCC(C(C)=O)=C2C)cc1	0.53	.

Profiles as entered above. Order of values: sdo1 growth | sdo1 growth Rescue 24 h | INS promoter inh
`COCCNC(=O)CSc1nc(-c2ccc(OC)c(OC)c2)cc(C(F)(F)F)n1` is listed as 1 | 1.3 | 17
`CCNC(=O)CC1C(=O)N(CC)C(=S)N1NC(=O)c1ccc(Cl)cc1` (stereo unspecified) is listed as 1.2 | 0.74 | -68
`CC(C)(C)NS(=O)(=O)c1ccc(CCC(=O)Nc2cc(Cl)ccc2Oc2ccccc2)cc1` is listed as -0.15 | -0.78 | -69
`CCCCCC(=O)Nc1nc(C)c(-c2csc(Nc3ccc(Cl)cc3)n2)s1` is listed as -2.7 | -1.7 | 16
`Clc1ccccc1-c1nc(-c2ccccc2)n[nH]1` is listed as -0.78 | -1.1 | -3

Next section.
sdo1 growth	smiles	sdo1 growth Rescue 24 h	INS promoter inh
-0.97	Nc1ccc(Oc2ccc([N+](=O)[O-])cc2[N+](=O)[O-])cc1	-1.4	-23
0.58	O=C(Oc1cc(=O)n2ccccc2n1)c1ccccc1	0.63	-33
0.45	Cc1cc2c(C)nc(N/N=C/c3ccc(F)cc3)nc2o1	-0.78	0
-0.33	COC(=O)N/N=C/c1ccccc1OCc1ccccc1	-0.64	-25
.	c1cc(CN2CCN(C3CCCCCC3)CC2)ccn1	.	45
0.92	CC(C(=O)N1CCOCC1)N1C(=O)C2C3CC(C(Br)C3Br)C2C1=O (stereo unspecified)	1	6
-1.1	CCN(CC(=O)Nc1ccccc1C(=O)OC)S(=O)(=O)c1ccccc1	-0.76	31
0.45	O=C(Nc1ccccc1)C1CCCN(S(=O)(=O)c2ccc(-n3cnnn3)cc2)C1 (stereo unspecified)	0.19	-33
-0.37	C=C(c1ccc(OC)cc1)c1ccc(OC)cc1	-1.2	19
1.5	O=C(NC1CCCc2ccccc21)c1ccc(=O)[nH]c1 (stereo unspecified)	1.3	-29
-0.36	O=S(=O)(NCc1cccnc1)c1ccc(Cl)c(Cl)c1Cl	-0.83	-23
.	CSc1nc(-c2ccccc2)nc(NC(=O)c2ccccc2)c1C(C)=O	.	-7
0.31	O=C(c1ccccc1)N1CCN(C(=S)NCc2ccc3c(c2)OCO3)CC1	-0.66	.
0.57	O=C(CNC(=O)c1ccc2c(c1)OCCO2)N/N=C/c1ccc(O)cc1O	0.03	.
-1.2	O=C(Nc1ccc2c(c1)OCO2)OCc1ccccc1	-1.4	100*
-0.86	CC1CCCC(NC(=O)CCCn2c(=O)[nH]c3cc(Cl)ccc3c2=O)C1C (stereo unspecified)	-0.54	23
-2.7	Cc1cc2ncn(S(=O)(=O)c3ccc(S(=O)(=O)N4CCOCC4)cc3)c2cc1C	-1.6	-21
0.4	C#CCSc1nnc(-c2cc3c(C(F)(F)F)nn(C)c3s2)n1C	0.22	13
0.66	COCCCn1c(CCC(=O)O)ccc1-c1cccs1	0.7	-86
0.07	CCOc1cc(C(=O)NCc2ccncc2)cc(OCC)c1OCC	-0.3	35

Pulled by compound from above:
sdo1 growth	smiles	sdo1 growth Rescue 24 h	INS promoter inh
1.5	O=C(NC1CCCc2ccccc21)c1ccc(=O)[nH]c1 (stereo unspecified)	1.3	-29
-1.2	O=C(Nc1ccc2c(c1)OCO2)OCc1ccccc1	-1.4	100*

Going on with the list.
sdo1 growth	smiles	sdo1 growth Rescue 24 h	INS promoter inh
-1.8	C=C(C)COc1ccc(-c2[nH]ncc2Oc2ccccc2OCC)c(O)c1	-0.87	-85
-1.3	O=C(c1ccccc1CCc1ccccc1)N1CCN(c2ccccn2)CC1	-1.1	-386
0.11	CC(C[N+](C)(C)C)OC(N)=O (stereo unspecified)	0.39	27
0.98	COCc1nnc(NS(=O)(=O)c2ccccc2)s1	0.46	6
0.91	O=C(Nc1cccc(-c2cnc3ccccc3n2)c1)c1ccco1	-0.31	14
0.17	CCOC(=O)N1CCC(NC(=O)CCC(=O)N2CC(C)Oc3ccccc32)CC1 (stereo unspecified)	0.01	.
0.32	COc1ccc(C(=O)/C=C/Nc2ccc(C)cn2)cc1OC	-0.24	27
0.3	CCOC(=O)c1oc2c(c1C)C(=O)CCC2	-1.1	11
.	C/C(=N\N1C(=O)CSC1=S)c1ccc(Br)cc1	.	-8
.	COC(=O)CNC(=O)/C=C/c1cc(Br)ccc1OC	.	67
-1	N/C(=N\OC(=O)c1cccs1)c1ccccc1	-0.46	31
0.05	O=C(CN(Cc1ccccc1)C(=O)c1ccc2c(c1)OCCO2)NCc1ccc2c(c1)OCO2	0.35	.
0.72	CCOC(=O)N1CCN(CCC(=O)Nc2ccc(C)cc2)CC1	-0.13	3
-0.18	COc1ccc(C(C)NC(=O)c2ccccc2)cc1 (stereo unspecified)	-0.29	-3
-0.06	O=C(CSc1nnc(CCc2nc3ccccc3[nH]2)n1-c1ccccc1)NCc1ccco1	-0.64	-42
-1	CC(=O)Cc1nsc(NC(=O)c2ccc(-c3ccc(Cl)cc3Cl)o2)n1	-0.62	-277
.	Cc1ccc(NC(=O)CCSc2ccccc2)c(C)c1	.	-95
.	COc1ccc(CSc2nc3ccccc3c(=O)[nH]2)cc1F	.	-29
.	Cc1cc(C)n2c(SCC(=O)N(CC(C)C)c3c(N)n(CC(C)C)c(=O)[nH]c3=O)nnc2n1	.	-20
1.3	NC(=O)CC12CC3CC(C1)CC(CC(N)=O)(C3)C2	0.93	-3
0.67	COc1ccc(-n2nc(C(=O)O)nc2-c2ccccc2)cc1	0.57	-26
-1.7	S=C1SCN(Cc2ccccn2)CN1Cc1ccco1	-0.59	30
.	CC(C)CC(c1nnnn1Cc1ccc(F)cc1)N1CCC(C(N)=O)CC1 (stereo unspecified)	.	20
-0.29	COc1ccc(-c2nc3scc(-c4ccccc4)n3n2)cc1	0.63	55
-0.41	O=C(COc1ccccc1Cl)NC(=O)NC1CCCC1	0.13	.
.	CNC(=O)COC(=O)/C=C/c1ccc(F)cc1	.	-40
0.3	C=CCN(c1cccc(C(F)(F)F)c1)S(=O)(=O)c1cccc(C(=O)OCC(=O)Nc2ccccc2)c1	0.57	23
-1.1	Cc1cc(OC(=O)c2cc(Cl)nc3ccccc23)ccc1Cl	0.28	-46
0.65	O=C(OC1Cn2c(=O)ccc(=O)n2C1)c1ccccc1	-0.28	29
0.72	CCN(CC)C(=O)CN1CCN(c2ncccn2)CC1	0.82	.
-0.17	CCOC(=O)C1=NN(C(=O)c2ccco2)C2(CC2)C1	-0.69	3
0.88	C=CCN1CCN(c2ccncc2S(=O)(=O)N2CCOCC2)CC1	0.68	5
-1.6	CC(=O)Nc1sc(N/N=C\c2ccccc2Cl)nc1-c1cccs1	-1.6	35
.	COc1ccccc1NC(=O)c1cc(S(=O)(=O)NCc2ccccc2)ccc1F	.	-21
-0.34	COc1cc(NC(=O)c2ccco2)c(OC)cc1NC(=O)CCC(=O)Nc1cccc(C)c1C	-0.61	-29
0.25	COc1ccc(N(C)S(=O)(=O)c2cccc(C(=O)NC3=NCCS3)c2)cc1	-0.55	30
.	C=CCc1cccc(/C=N/NC(=O)c2ccccc2OC)c1O	.	45
0.22	Cc1ccc2[nH]c(SCC(=O)N3CCOCC3)nc2c1C	-0.77	3
-0.29	COc1ccccc1NC(=O)C1=C(C)Nc2nc3ccccc3n2C1c1cccs1 (stereo unspecified)	-0.27	-403
.	C=CCn1c(SCC(=O)Nc2cc(C)on2)nnc1C1COc2ccccc2O1 (stereo unspecified)	.	-42

3 consecutive records already listed, quoted:
sdo1 growth	smiles	sdo1 growth Rescue 24 h	INS promoter inh
0.22	Cc1ccc2[nH]c(SCC(=O)N3CCOCC3)nc2c1C	-0.77	3
-0.29	COc1ccccc1NC(=O)C1=C(C)Nc2nc3ccccc3n2C1c1cccs1 (stereo unspecified)	-0.27	-403
.	C=CCn1c(SCC(=O)Nc2cc(C)on2)nnc1C1COc2ccccc2O1 (stereo unspecified)	.	-42

(further entries)
sdo1 growth	smiles	sdo1 growth Rescue 24 h	INS promoter inh
0.21	CN(C)CCNC(=O)/C(=C/c1cccc([N+](=O)[O-])c1)NC(=O)c1ccccc1	-0.04	-14
0.44	C=CCc1c(C)nc(SCCC)[nH]c1=O	0.76	.
0.67	COc1ccc(/C=N/NC(=O)C(O)(c2ccccc2)c2ccccc2)cc1OC	0.68	-7
-0.48	CC(C)c1ccc(C2NC(=S)NC3=C2C(=O)CCC3)cc1 (stereo unspecified)	-0.41	7
0.84	CCOC(=O)C1=C(c2ccccc2)NC(SCC)=C(C#N)C1c1cccnc1 (stereo unspecified)	0.69	-63
0.09	O=[N+]([O-])c1ccc(Sc2n[nH]c(-c3ccc(Cl)cc3Cl)n2)nc1	1.8	14
-0.2	Cc1csc(SCC(=O)NC(=O)NCc2ccccc2)n1	-1	51
0.32	CC1CCCCN1S(=O)(=O)c1ccc(N(C(=O)c2cnccn2)C(C(=O)NC2CCCC2)c2cccs2)cc1 (stereo unspecified)	0.14	5
-0.3	CCn1c(SCC(=O)N/N=C/C=C\c2ccco2)nc2ccccc21	0.05	-39
-0.23	O=C1c2ccccc2C(=O)N1CCC1=CCCCC1	-0.08	-12
-0.09	CC(=O)c1ccc(OC(C)C)c(CC(C(N)=O)C(N)=O)c1	-0.56	24
0.3	COC(=O)C1(S(=O)(=O)c2ccc(C)cc2)CCOCC1	-0.25	0
0.89	NC(=O)C1CCN(C(=O)CSc2nc3ccccc3o2)CC1	0.19	-37
-0.57	Cc1ccc(N/C=C/C(=O)c2sc(-c3ccccc3)nc2C)cc1	0.47	22
2.1	O=C(CN1C2=NCCN2c2ccccc21)c1ccc(Br)cc1	0.77	.
-0.14	COc1ccc(C2CC(c3cccc(OC)c3OC)n3nnnc3N2)cc1 (stereo unspecified)	-0.07	21
.	Cc1cc(C(=O)NNC(=S)NCc2ccco2)nn1C	.	0
.	C=C(C)c1cccc(C(C)(C)NC(=O)N2CCC(C(N)=O)CC2)c1	.	14
0.14	Cc1cc(C(=O)NC(C)c2ccncc2)cs1 (stereo unspecified)	0	-338
-0.33	CCCc1c(C)nc2ccccc2c1SCCC#N	-0.54	42

4 compounds from above, reduced to sdo1 growth:
compound	sdo1 growth
CC1CCCCN1S(=O)(=O)c1ccc(N(C(=O)c2cnccn2)C(C(=O)NC2CCCC2)c2cccs2)cc1 (stereo unspecified)	0.32
CCn1c(SCC(=O)N/N=C/C=C\c2ccco2)nc2ccccc21	-0.3
O=C1c2ccccc2C(=O)N1CCC1=CCCCC1	-0.23
CC(=O)c1ccc(OC(C)C)c(CC(C(N)=O)C(N)=O)c1	-0.09

(further entries)
sdo1 growth	smiles	sdo1 growth Rescue 24 h	INS promoter inh
0.85	O=[n+]1c2c(n([O-])c3c1CCC3)CCCC2	1.1	-36
.	Cc1cc(=O)n2[nH]c(C)cc2n1	.	-33
-0.96	S=C1NC(c2cccs2)=CC(c2ccc(Br)cc2)N1 (stereo unspecified)	-0.14	13
1.7	O=C(CSc1nnc(CNc2ccc(F)cc2)o1)N1CCCc2ccccc21	3	.
0.07	Nc1nc(SCc2nc3scc(-c4ccccc4)c3c(=O)[nH]2)n[nH]1	-0.34	-42
.	Cc1nc2cc(NC(=O)Nc3ccccc3Cl)ccc2n1C	.	-57
-0.49	Cn1cccc1Cc1nnc(SCC(=O)Nc2ccc3c(c2)OCCO3)n1-c1ccc(F)cc1	-0.28	.
-0.54	O=C(CN1C(=O)CSc2ccccc21)N1CCc2ccccc21	-0.27	7
-0.66	CCOC(=O)C(CC)Sc1nnc2c3cc(C)ccc3n(C)c2n1 (stereo unspecified)	1.6	13
1	COc1ccc(N2CN=C3SCC(=O)N3C2)cc1	0.55	68
0.04	CCCOc1cccc(CN2CCCCC2c2cccnc2)c1 (stereo unspecified)	-0.94	12
-0.55	N=C1/C(=C/c2cccn2-c2ccc([N+](=O)[O-])cc2)C(=O)N=C2SC=CN12	0.48	-30

Compound activity: PubChem BioAssay, several laboratories
